INS-1E GSIS act: primary screen for activators of insulin secretion dependent on glucose, INS-1E cells, GLuc reporter luminescence. activation, % at 16.6 µM. 370,000 compounds, 0.61% hits. INS-1E GLuc reporter insulin secretion, 2-3 h;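 active = lowest replicate activation of at least 40%, so every replicate reaches that level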;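 also: 0% = median of neutral control wells and 100% = median of IBMX positive control wells; some compounds called inactive have numbers as strong as hits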
Xi reactivation: reactivates the inactive X chromosome in mouse fibroblasts. XiGFP mouse fibroblasts, % GFP-positive cells imaging, 3 d; cells co-treated with 5-aza-dC sensitizer; scaled so ellipticine positive control = 100%. activation, % at 7.58 µM. 360,000 compounds, 0.055% hits. AID 743238;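 active = mean normalized replicate activation at least 10% and every replicate at or above 10%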;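 also: 0% = median of on-plate neutral control wells and 100% = ellipticine 6 µM median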
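Schedule: 3 d treatment, 15 min room-temperature fixation; system: 68-5-11 XiGFP fibroblast line; buffer or medium: DMEM plus 5-aza-dC sensitizer; control set: ellipticine 6 µM positive control; compound: one concentration, pinned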
An asterisk follows results filed as active. Some of the compounds tested; the hit share may differ from the screen's.

Start of the data: the first 4 records as a preview:
canonical_smiles	INS-1E GSIS act	Xi reactivation
CC(/C=N/NC(=O)c1ccc(CN2c3cccc4cccc(c34)S2(=O)=O)cc1)c1ccccc1 (configuration not stated)	-25	0.7
COc1ccc(-c2n[nH]c(=S)n2/N=C/C=C\c2ccccc2OC)cc1	-9	-0.1
O=C(Cn1c2c(sc1=O)C1c3ccccc3OCC1CS2)Nc1ccc(Cl)cc1 (configuration not stated)	-22	0.1
CC(=O)Nc1cccc(/C(C)=N/NC(=O)c2c(-c3ccccc3Cl)noc2C)c1	-9	0.1

This part in full, repeating the preview:
canonical_smiles	INS-1E GSIS act	Xi reactivation
CC(/C=N/NC(=O)c1ccc(CN2c3cccc4cccc(c34)S2(=O)=O)cc1)c1ccccc1 (configuration not stated)	-25	0.7
COc1ccc(-c2n[nH]c(=S)n2/N=C/C=C\c2ccccc2OC)cc1	-9	-0.1
O=C(Cn1c2c(sc1=O)C1c3ccccc3OCC1CS2)Nc1ccc(Cl)cc1 (configuration not stated)	-22	0.1
CC(=O)Nc1cccc(/C(C)=N/NC(=O)c2c(-c3ccccc3Cl)noc2C)c1	-9	0.1
Cc1cccc(-c2ccc([C@@H]3[C@H](CO)N4C(=O)CN(C(=O)c5cnccn5)C[C@@H]34)cc2)c1	11	0.1
COc1cc(/C=C/c2nc(N)nc(-c3ccccc3O)n2)cc(OC)c1OC	25	-0.1
O=C(CN1CCN(c2ccccc2)CC1)N/N=C/c1cccc(F)c1	1	0.7
COc1nccnc1NS(=O)(=O)c1ccc(NC(=S)NC(=O)/C=C/c2ccccc2)cc1	-9	0.0
CCOC(=O)c1[nH]c2ccc(OC)cc2c1NS(=O)(=O)c1ccc(Cl)s1	-16	-0.1
CCOc1cc(/C=N/O)ccc1OCc1ccccc1F	64	-0.1
O=C(C[C@H]1C=C[C@@H](NC(=O)Nc2ccc3c(c2)OCO3)[C@@H](CO)O1)NCc1ccccc1	-3	0.1
CC12CN3CC(C)(CN(C1)C3c1c[nH]c3ccccc13)C2=O (configuration not stated)	17	0.1
Cc1ccc(S(=O)(=O)N/N=c2\sc3ccccc3n2C)cc1	31	0.3
CC(=O)N(C)C[C@H]1Oc2ncccc2C(=O)N(C)C[C@H]1C	15	0.2
Nc1cc2c(cc1C(=O)c1cccc(Br)c1)OCCO2	50	0.0

Reprinted at random: two entries already listed
canonical_smiles	INS-1E GSIS act	Xi reactivation
COc1nccnc1NS(=O)(=O)c1ccc(NC(=S)NC(=O)/C=C/c2ccccc2)cc1	-9	0.0
CC(=O)Nc1cccc(/C(C)=N/NC(=O)c2c(-c3ccccc3Cl)noc2C)c1	-9	0.1

Next part
canonical_smiles	INS-1E GSIS act	Xi reactivation
O=C(COC(=O)c1ccccc1NS(=O)(=O)c1ccc(Cl)cc1)NCc1ccccc1	20	0.0
C[C@@H]1CC=CCCNC(=O)[C@@H](C)N(C)C(=O)c2ccccc2O1 (mixture of isomers)	17	0.1
c1ccc(-c2csc(Nc3ncccn3)n2)cc1	59	0.5
Cc1ccc(NC(=O)COC(=O)C2COc3ccccc3O2)cc1S(=O)(=O)N1CCOCC1 (configuration not stated)	-7	0.1
CS(=O)(=O)N1C2CN(CC(F)(F)F)CC1C2c1ccc(Br)cc1 (configuration not stated)	-17	0.1
O=C(N/N=C/c1ccc(N2CCOCC2)o1)c1cccc([N+](=O)[O-])c1	4	0.2
COc1ccc(Cl)cc1-c1nc(SCC(=O)NCCN2C(=O)CSC2=O)n[nH]1	43	0.2
COc1cc(NC(=O)c2cccc(C)c2)c(Cl)cc1[N+](=O)[O-]	10	0.1
Cc1ccccc1NS(=O)(=O)c1ccc(OCCNS(C)(=O)=O)cc1	7	0.2
COc1ccc2c3c([nH]c2c1)[C@@H](CO)N(C(=O)c1ccccn1)CC31CN(C(=O)C2CCCCC2)C1	35	0.4
C[C@H]1CC=CC[C@H](c2ccc(F)cc2)NC(=O)[C@H](C)N(C)C(=O)c2ccccc2O1 (mixture of isomers)	-7	0.1
CCC(=O)N1CC2(C1)CN(Cc1cc(F)ccc1F)[C@@H](CO)c1c2c2ccc(OC)cc2n1C	-13	0.4
COc1ccc(-c2c3c(cc(C)[n+]2[O-])oc2ccc(OC)cc23)cc1	6	0.3
O=C(Nc1ccc(O)c(-c2nc3ccccc3o2)c1)C1(c2ccc(Br)cc2)CCCC1	-2	0.1
COc1ccccc1CNC(=O)C[C@@H]1C[C@@H]2c3cc(NC(=O)Nc4ccc(C(F)(F)F)cc4)ccc3O[C@@H]2[C@@H](CO)O1	-10	0.0
CCOc1ccccc1NC(=O)Cn1c(=O)n(-c2ccccc2)c(=O)c2oc3ccccc3c21	-2	-0.1
CCCC#Cc1cnc2c(c1)C(=O)N([C@H](C)CO)C[C@H](C)[C@H](CN(C)Cc1ccc3c(c1)OCO3)O2	-9	-0.5
C[C@H]1CN(C)C(=O)Cc2cc([N+](=O)[O-])ccc2O[C@H]1CN(C)C(=O)OC(C)(C)C	31	0.0
CC(C)[C@@H]1COCc2cnnn2CCC[C@H](C)C(=O)N1	-2	0.2
O=C(Nc1ccc2oc(-c3cccnc3)nc2c1)c1ccc2c(c1)OCCO2	43*	0.0
CCCNC(=O)N1CC2(CN(S(=O)(=O)c3cccc(OC)c3)C2)c2c(n(C)c3cc(OC)ccc23)[C@@H]1CO	3	0.5
COc1cccc(NC(=O)C[C@H]2CC[C@H]3[C@H](COc4ccc(NC(=O)C5CCCC5)cc4C(=O)N3C)O2)c1	-24	0.1
CCOC(=O)c1c(C)n(C)c2cc(-c3ccc(F)cc3)c(O)cc12	10	0.0
COc1ccc(CCNC(=O)/C(C#N)=C/c2cccc(OCc3ccccc3)c2)cc1OC	-16	0.0
CN1CCC(Oc2ccccc2Sc2ccccc2)CC1	23	0.1
COC(=O)c1ccc(C)c(-n2c(C)cc(C=O)c2C)c1	8	0.2
COc1ccc2c3c(n(C)c2c1)[C@H](CO)N(Cc1ccccc1F)CC31CN(C(=O)C2CCC2)C1	4	0.2
O=c1[nH]ncc(N2CCCCC2)c1Cl	-2	0.1
CS(=O)(=O)N1C[C@@H]2C(c3ccc(Br)cc3)[C@H](C1)N2CC(F)(F)F (some centres not stated)	1	-0.1
CCCCOc1ccc(NC(=O)C2OC3OC(C)(C)OC3C3OC(C)(C)OC23)cc1 (configuration not stated)	0	0.2
COC(=O)c1c(NC(=O)C2C3CCC(O3)C2C(=O)O)sc2c1CCCCCC2 (configuration not stated)	-26	-0.1
C[C@H]1CC(=O)N[C@@H](c2ccccc2)C/C=C\C[C@H](c2ccccc2)NC1=O	5	0.0
O=C(COC(=O)CCSc1ccccc1)NCc1ccccc1Cl	-3	0.0
COc1ccc(N(C(=O)COc2cccc(C)c2)S(=O)(=O)c2ccc(C)cc2)cc1	13	-0.1
O=C(N/N=C/c1cccc(OC(=O)N2CCOCC2)c1)c1cccs1	-1	0.0
Cn1c(SCC(=O)N/N=C/C=C/c2ccco2)nc2ccccc21	-5	0.5
CN1CC2C(c3ccc(Br)cc3)C(C1)N2S(C)(=O)=O (configuration not stated)	3	0.2
CC(C)CC#Cc1ccc([C@@H]2[C@@H](CO)N3C(=O)CN(C(=O)c4ccc5c(c4)OCO5)C[C@H]23)cc1	-25	0.4
CN(C)CCNC(=O)/C(=C/c1ccc(-c2cccc([N+](=O)[O-])c2)o1)NC(=O)c1ccccc1	0	0.3
CN(C(=O)CSc1nnc(Nc2ccccc2)s1)C1CCS(=O)(=O)C1 (configuration not stated)	8	0.0
CC1CC(C)CN(CCCSc2ccccc2)C1 (configuration not stated)	7	0.4
Cc1cc(C(=O)OCC(=O)c2cccc([N+](=O)[O-])c2)c2ccccc2n1	7	-0.1
CC(=O)NC(Cc1ccccc1)C(=O)NC1CCN(C(=O)c2ccc([N+](=O)[O-])cc2)CC1 (configuration not stated)	0	0.0
C[C@@H]1CN(C)C(=O)Cc2cc(N)ccc2O[C@@H]1CN(C)C(=O)OC(C)(C)C	15	0.2
CCS(=O)(=O)N1CC2(CN(Cc3ccccc3OC)[C@@H](CO)c3c2c2ccc(OC)cc2n3C)C1	2	0.4

Complete entries from above. Values in the order: INS-1E GSIS act, Xi reactivation
Shown for O=C(COC(=O)CCSc1ccccc1)NCc1ccccc1Cl : -3, 0.0
Shown for Cc1cc(C(=O)OCC(=O)c2cccc([N+](=O)[O-])c2)c2ccccc2n1 : 7, -0.1
Shown for CN(C)CCNC(=O)/C(=C/c1ccc(-c2cccc([N+](=O)[O-])c2)o1)NC(=O)c1ccccc1 : 0, 0.3

Carrying on.
canonical_smiles	INS-1E GSIS act	Xi reactivation
Cn1c(=O)c2ncn(CC(=O)NCCOCc3ccccc3Cl)c2n(C)c1=O	34	2.1
O=C(Nc1ccccc1)N1CC(=O)N2[C@H](CO)[C@@H](c3ccc(-c4ccc(F)cc4)cc3)[C@@H]2C1	-4	0.3
O=C(C[C@@H]1C[C@@H]2c3cc(NC(=O)NC4CCCC4)ccc3O[C@@H]2[C@H](CO)O1)NCc1ccccc1	10	-0.1
CCCNC(=O)N1CCC2(CC1)CN(C(C)=O)[C@@H](CO)c1c2c2ccc(OC)cc2n1C	17	0.2
Cc1ccc(C(=O)NCCc2nc3ccccc3[nH]2)cc1[N+](=O)[O-]	-9	0.0
CC(C)C#Cc1ccc([C@@H]2[C@H]3CN(C(=O)Cc4cccnc4)CC(=O)N3[C@H]2CO)cc1	5	0.4
CCC1CCCCN1C(=S)NC(=O)c1ccc([N+](=O)[O-])cc1 (configuration not stated)	4	-0.1
COC1=CCC2([N+](=O)[O-])CN(CCO)CC1([N+](=O)[O-])C2 (configuration not stated)	2	0.3
O=c1nc(Nc2ccccc2)sc2ccc([N+](=O)[O-])cc12	26	-0.1
N/C(=N\OC(=O)Cc1ccccc1)c1ccncc1	9	0.0
Cc1ccc(NC(=O)Nc2cccc(Cl)c2)c(C(=O)O)c1	-5	0.0
O=C1N(c2ccccc2)C[C@@H]2C[C@@H](c3cccc4c3OCO4)N3CCC[C@@]123	16	-0.1
COc1ccc2c3c(n(C)c2c1)[C@H](CO)NCC31CN(S(=O)(=O)c2ccc(C)cc2)C1	23	0.0
O=C(CNS(=O)(=O)c1cccc(Cl)c1)Nc1ccc(-c2nc3ccccc3s2)cc1	-7	0.2
COc1ccc(OC)c(-n2c(-c3cc(-c4ccccc4)n[nH]3)n[nH]c2=S)c1	59	4.3
O=C(Nc1ccccc1F)N1CC(=O)N2[C@H](C1)[C@@H](c1ccc(-c3ccc(F)cc3)cc1)[C@@H]2CO	-15	0.2
Cn1cnc(C(F)(F)F)c1-c1ccc([N+](=O)[O-])cc1	-15	0.1
COc1ccc(S(=O)(=O)NC(CC(=O)O)c2ccco2)cc1 (configuration not stated)	0	-0.1
CN(C)CC(=O)N1CC(=O)N2[C@H](C1)[C@@H](c1ccc(C#Cc3cccnc3)cc1)[C@@H]2CO	6	0.1
COc1ccc(-c2cc(-c3nnc(COC(=O)C4CC4)o3)c3ccccc3n2)cc1OC	3	0.6
COCCNC(=S)N1CCN(C(=O)C(=O)Nc2ccc(C(=O)OC)cc2)CC1	30	0.3
CC(/C=C/c1ccc(OCc2ccccc2)cc1)=N\O	35	0.3
Cc1c2ccccc2cc[n+]1CCCS(=O)(=O)[O-]	-6	0.0
COC(=O)c1sccc1NC(=O)Cc1ccc(OC)c(OC)c1	12	0.0
CC(C)NC(=O)N(C)C[C@H]1Oc2ncccc2C(=O)N(C)C[C@@H]1C	-7	0.1
CC(C)NC(=O)Nc1ccc2c(c1)C(=O)N(C)C[C@H](C)[C@H](CN(C)C(=O)NC(C)C)O2	7	0.2
CN(C)c1ccc(C(=O)/C=C/c2ccco2)cc1	-6	-0.1
O=C(NCCC1=CCCCC1)C(=O)NCC1OCCCN1S(=O)(=O)c1ccccc1 (configuration not stated)	-20	0.1
CN(C)CC(=O)Nc1ccc2c(c1)[C@H]1C[C@H](CC(=O)N(C)C)O[C@@H](CO)[C@H]1O2	8	0.2
C[C@@H]1CN([C@@H](C)CO)C(=O)c2c(c3ccccc3n2C)-c2ccccc2CO[C@@H]1CN(C)Cc1ccccc1	-28	-0.1
COc1ccccc1/C=C(/CC(=O)NCc1ccc2c(c1)OCO2)c1nc2ccccc2s1	-19	0.2
COc1ccc2c3c([nH]c2c1)[C@@H](CO)N(C(=O)c1ccc(F)cc1)CC31CCN(S(=O)(=O)c2cccs2)CC1	-8	0.0
CCCC#Cc1ccc([C@H]2[C@@H](CO)N(C(C)=O)[C@H]2CN(C)S(C)(=O)=O)cc1	-14	0.0
C=C(C(=O)c1ccccc1)C(CC(=O)c1ccccc1)c1ccccc1 (configuration not stated)	15	0.0
CCS(=O)(=O)C1=NN2C(=N)/C(=C\c3ccc(SCc4ccco4)o3)C(=O)N=C2S1	4	0.0

Sorted by the number under INS-1E GSIS act (smallest number first): some entries from above.
Structure	INS-1E GSIS act
COc1ccccc1/C=C(/CC(=O)NCc1ccc2c(c1)OCO2)c1nc2ccccc2s1	-19
CCCC#Cc1ccc([C@H]2[C@@H](CO)N(C(C)=O)[C@H]2CN(C)S(C)(=O)=O)cc1	-14
COc1ccc2c3c([nH]c2c1)[C@@H](CO)N(C(=O)c1ccc(F)cc1)CC31CCN(S(=O)(=O)c2cccs2)CC1	-8
CCS(=O)(=O)C1=NN2C(=N)/C(=C\c3ccc(SCc4ccco4)o3)C(=O)N=C2S1	4
C=C(C(=O)c1ccccc1)C(CC(=O)c1ccccc1)c1ccccc1 (configuration not stated)	15
